LMPTP inh: LMPTP phosphatase inhibitors, primary screen, biochemical, fluorescence intensity, uHTS | AID 651560, 2012 | recombinant LMPTP-A, OMFP fluorogenic substrate | inhibition, % at 20 µM | Low molecular weight phosphotyrosine protein phosphatase (Homo sapiens), P24666 | hit rate 0.22% among 360,000;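 active = compounds that cut the enzyme signal by at least half of the control window in the single-dose screen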;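 also: plate controls were DMSO wells with enzyme plus substrate for no effect and substrate without enzyme for full effect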
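Material: LMPTP-A; amount: 0.625 nM enzyme; doses: single 20 µM dose; times: reaction 50 min, room temperature, dark; technique: fluorescence intensity of OMFP turnover product; benchmarks: no-enzyme and uninhibited controls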
Scp1 inh: Scp-1 phosphatase inhibitors, primary screen, biochemical, colorimetric, uHTS; Recombinant Scp1, phosphopeptide, malachite green phosphate absorbance; inhibition, % at 20 µM; hit rate 0.88% among 340,000;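 active = inhibition above about 50% at 20 µM, limit read from the data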;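 also: plate controls were DMSO wells with enzyme for no effect and wells lacking enzyme for full effect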
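Test system – truncated SCP-1 phosphatase (76-261aa) · Reagent – Phosphorylated 17-residue peptide substrate · Incubation – 45 min room-temperature reaction, 5 min colour, 30 min stabiliser · Detection – colorimetric phosphate reagent with accelerator and stabiliser, absorbance at 630 nm · Measure – % inhibition at 20 µM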
PABP1 MLLE inh: inhibitors of PABP1 MLLE–PAM2 peptide binding, primary screen, biochemical, fluorescence polarization, FITC-PAM2, GST-MLLE; hit rate 0.36% among 360,000; inhibition, % at 20 µM; Polyadenylate-binding protein 1 (Homo sapiens), P11940; AID 588489, 2011; in the data active = inhibition above about 35%, passing the limit was not always enough;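 also: plate controls were DMSO wells with GST-MLLE for no effect and wells lacking GST-MLLE protein for full effect; some results filed as inactive read as strong as hits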
Tb MetRS inh: T. brucei MetRS inhibitors, primary screen, biochemical, luminescence | purified T. brucei MetRS, ATP depletion, Kinase-Glo luminescence | hit rate 0.4% among 360,000 | methionyl-tRNA synthetase (Trypanosoma brucei brucei) | inhibition, % at 11.9 µM;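 active = inhibition above a per-plate cutoff of the control wells' mean inhibition plus 3 SD, cut at about 5.5% in these data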;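 also: 0% = DMSO wells median and 100% = median of wells with control inhibitor compound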
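Test system: purified T. brucei MetRS enzyme. Also added: ATP, methionine and E. coli bulk tRNA substrates. Compound: 11.9 µM single point. Schedule: 15 min enzyme-compound preincubation, 2 h reaction, 10 min detection, 25 °C. Signal: luciferase luminescence of residual ATP, Kinase-Glo. Evaluation: percent inhibition versus plate control medians. Controls: DMSO wells, low control.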
NadD inh: inhibitors of S. aureus NadD, primary screen, biochemical, colorimetric, uHTS | Nicotinate-nucleotide adenylyltransferase NadD (Staphylococcus aureus N315) | purified NadD enzyme, colorimetric absorbance read-out | inhibition, % at 20 µM | hit rate 0.78% among 360,000 | AID 602399, 2012; in the data active = inhibition above about 26%; also: some compounds past the cut are filed as inactive
Rpn11 block: Rpn11 (PSMD14) deubiquitinase inhibitors, primary screen, biochemical, fluorescence polarization, uHTS. calls only at 20 µM. human 26S proteasome, Ub4-pepOG fluorescence polarization; 20S core pre-blocked with epoxomicin. hit rate 0.59% among 360,000. 26S proteasome non-ATPase regulatory subunit 14 (Homo sapiens), O00487;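 active = inhibition at 20 µM, scaled to each plate's controls, above about 33%, limit read from the data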
Target sequence (O00487 whole entry, looked up): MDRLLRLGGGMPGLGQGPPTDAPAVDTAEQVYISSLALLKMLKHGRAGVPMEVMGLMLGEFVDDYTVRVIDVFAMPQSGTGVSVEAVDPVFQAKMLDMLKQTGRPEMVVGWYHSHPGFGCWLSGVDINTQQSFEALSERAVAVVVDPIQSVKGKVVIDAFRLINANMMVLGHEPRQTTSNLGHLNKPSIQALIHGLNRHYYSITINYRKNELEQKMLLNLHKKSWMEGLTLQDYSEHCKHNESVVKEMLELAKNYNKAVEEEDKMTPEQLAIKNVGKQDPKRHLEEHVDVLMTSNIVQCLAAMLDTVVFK
STEP inh: STEP phosphatase inhibitors, primary screen, biochemical, fluorescence intensity, uHTS | Tyrosine-protein phosphatase non-receptor type 5 (Homo sapiens), P54829 | inhibition, % at 20 µM | hit rate 0.25% among 360,000 | recombinant STEP, OMFP fluorogenic substrate;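 active = inhibition at 20 µM, scaled per plate between control wells, above about 37%, limit read from the data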;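 also: 0% = DMSO with enzyme and substrate and 100% = substrate only without enzyme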
Target sequence (P54829 whole entry, looked up): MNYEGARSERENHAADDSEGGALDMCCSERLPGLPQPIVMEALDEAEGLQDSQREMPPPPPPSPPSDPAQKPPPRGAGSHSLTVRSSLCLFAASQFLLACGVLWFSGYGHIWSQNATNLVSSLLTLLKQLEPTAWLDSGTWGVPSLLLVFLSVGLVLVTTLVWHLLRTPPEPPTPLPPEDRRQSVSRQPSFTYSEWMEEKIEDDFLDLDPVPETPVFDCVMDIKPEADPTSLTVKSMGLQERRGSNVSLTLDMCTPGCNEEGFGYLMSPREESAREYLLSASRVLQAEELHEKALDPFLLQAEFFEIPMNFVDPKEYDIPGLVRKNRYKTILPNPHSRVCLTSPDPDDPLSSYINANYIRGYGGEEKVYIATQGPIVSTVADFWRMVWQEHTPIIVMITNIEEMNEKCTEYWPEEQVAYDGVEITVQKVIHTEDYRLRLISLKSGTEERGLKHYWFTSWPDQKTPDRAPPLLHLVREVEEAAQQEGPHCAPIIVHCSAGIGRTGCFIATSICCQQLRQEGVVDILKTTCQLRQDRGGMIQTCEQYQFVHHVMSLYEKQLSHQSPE
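System: STEP (striatal-enriched tyrosine phosphatase) enzyme, cell-free; medium: Bis-Tris pH 6.0 buffer with DTT, detergent; dosing: 20 µM, 1% DMSO; times: reaction 20 min, ambient temperature; detection: fluorescence, 480/540 nm; read-out basis: normalized % inhibition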
DNMT1 inh: human DNMT1 methyltransferase inhibitors, primary screen, biochemical, molecular beacon, fluorescence, HinP1I cleavage, uHTS | DNA (cytosine-5)-methyltransferase 1 (Homo sapiens), P26358 | inhibition (reported as % activation of signal), % at 10 µM | hit rate 0.83% among 360,000 | AID 588458, 2011; in the data active = inhibition above about 50%
SUMO1 PPI mod: modulators of SUMO1 protein-protein interactions, primary screen, biochemical, uHTS; AID 602429, 2012; inhibition, % at 20 µM; hit rate 0.33% among 360,000; SUMO1 binding to a labelled peptide, TR-FRET, 1 h; Small ubiquitin-related modifier 1 (Homo sapiens), P63165; in the data active = inhibition above about 37%
Target sequence (P63165 whole entry, looked up): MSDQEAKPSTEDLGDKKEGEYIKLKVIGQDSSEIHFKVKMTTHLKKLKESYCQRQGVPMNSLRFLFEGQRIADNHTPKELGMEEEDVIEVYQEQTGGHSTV
CSN deneddyl inh: inhibitors of CSN-mediated cullin deneddylation, primary screen, biochemical, fluorescence polarization, uHTS; COP9 signalosome complex subunit 5 (Homo sapiens), Q92905; inhibition, % at 12.5 µM; hit rate 0.38% among 360,000; Purified CSN, SCF-Nedd8-OG deneddylation;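 active = pattern-corrected inhibition above about 35%, with an unprinted fluorescence ratio check between 0.5 and 1.5, limit read from the data, passing the limit was not always enough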;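 also: 0% = enzyme with substrate and 100% = substrate without enzyme; some results filed as inactive read as strong as hits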
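Assay system: Purified human Csn5 enzyme expressed in HEK293T cells | Amount: Enzyme 0.24 nM | Measured by: Fluorescence polarization readout | Medium: Tris/NaCl/DTT buffer, pH 7.5 | Compound dosing: One concentration, 12.5 µM, 0.25% DMSO | Times: 90 min incubation of compound, enzyme and substrate at room temperature | Control set: no-enzyme wells high, enzyme-with-substrate wells low | Read-out: % inhibition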
* = called active by the depositor; i = inactive; x = no result given.

SMILES	LMPTP inh	Scp1 inh	PABP1 MLLE inh	Tb MetRS inh	NadD inh	Rpn11 block	STEP inh	DNMT1 inh	SUMO1 PPI mod	CSN deneddyl inh
Cc1nc(-c2ccc(Cl)cc2)sc1C1(C)CC(c2c(Cl)cccc2Cl)=NO1 (stereo not given)	2.0	-4	-21	0.0	3	i	1	-1	2	-3
CC(C)CCNC(=O)c1cccc(S(=O)(=O)N2CCc3ccccc32)c1	2.0	-10	4	-0.1	-7	i	2	-3	0	2
COc1ccc(C(=O)NCCN2CCOCC2)c(OC)c1OC	0.2	-5	-1	0.5	-3	i	0	6	-1	-2
CCNc1nc(NCC)nc(OCCNS(=O)(=O)c2ccccc2)n1	0.7	-6	-2	-0.3	-2	i	0	6	3	4
CN1CCN(S(=O)(=O)c2cccc(C(=O)Oc3ccccc3Cl)c2)CC1	-1.1	-12	-2	-0.4	-7	i	-4	-1	2	1
CCCn1ncc(CN2CCC(Oc3ccc(C(=O)N4CCCC4)cc3)CC2)c1C	-0.6	-5	7	-0.4	-6	i	-2	2	3	-2
O=S(=O)(NCCc1cn2ccccc2n1)c1ccc(F)c(C(F)(F)F)c1	0.1	-8	-16	0.1	0	i	2	-4	-4	-5
Cc1ccc(C(=O)OCc2nnc(-c3ccccc3)o2)o1	-0.4	2	-3	-1.8	-5	i	1	-2	-3	1
N#Cc1ccccc1OCC(=O)OCC(=O)NC1CCCCCC1	-0.7	-8	-4	0.3	-1	i	1	4	4	2
CCCCN(CCCC)CCCNC(=O)c1ccc2nc(-c3ccccc3NC(C)=O)c(=O)[nH]c2c1	3.1	-8	1	0.1	2	i	-2	-2	-14	1
CCN(CC)Cc1c(O)ccc2c(-c3ccccc3)cc(=O)oc12	-1.4	-8	0	0.0	-3	i	-1	0	-22	2
Cc1ccc2[nH]c3c(=O)n(N)c(=O)[nH]c3c2c1	-1.8	-10	2	0.2	-6	i	1	-6	-19	1
Cc1ccc(NC(=O)CSc2nnc(-c3ccncc3)s2)cc1	0.8	1	2	0.3	4	i	0	-1	-1	3
CC(=O)c1c(C)[nH]c(C(=O)OC(C)C(=O)Nc2ccc(C)c(S(=O)(=O)N3CCOCC3)c2)c1C (stereo not given)	-0.5	-6	-1	-0.1	0	i	-3	-8	2	-4
CN(C)CCCCOc1cccc(Br)c1	-1.5	-7	-5	0.0	1	i	-2	2	-6	0
O=C(NC1CCN(Cc2nnnn2CCc2ccccc2)CC1)c1ccccc1F	-0.2	-9	11	-0.3	-7	i	-3	6	0	2
CC12CN3CC(C)(CN(C1)C3c1ccc(Br)cc1)C2 (stereo not given)	-2.2	-9	-2	-0.2	-1	i	2	3	-1	3
c1ccc(COn2c(-c3ccccc3)nc3c2CCc2nonc2-3)cc1	0.2	-4	1	-1.8	-1	i	3	10	-1	0
CN(Cc1nc2ccccc2n1C)C(=O)c1cccs1	-3.6	-4	-1	-0.3	4	i	1	2	-1	-2
CC(=O)Oc1ccc(N2C(=O)C3C4C=CC(O4)C3C2=O)cc1 (stereo not given)	-3.3	-6	16	-0.9	-1	i	-2	0	-1	-3
CS(=O)(=O)N(CC(=O)NC1CCCCCC1)Cc1ccc(Cl)cc1	-0.1	0	-1	-0.2	-1	i	-1	-5	1	4
COCCn1c(N)c(C(=O)NCc2cccs2)c2nc3ccccc3nc21	3.0	-7	-3	0.7	-4	i	3	39	35	14
CN(CCOc1ccccc1)C(=O)c1cc(COc2c(F)cccc2F)on1	0.3	-16	4	0.0	-7	i	-1	2	3	-5
CN(CC(O)COc1ccc2ccccc2c1)C1CCCCC1 (stereo not given)	-1.1	-6	8	-0.5	-8	i	-3	-1	-6	0
c1ccc2c(c1)CCCC2NC1=NCCC1 (stereo not given)	0.7	-4	1	-0.7	-4	i	-3	-1	3	-8
Cc1cccc(N(CC(=O)NCCSCc2ccccc2)S(C)(=O)=O)c1C	-1.7	-5	10	-0.6	2	i	-1	0	-1	-2
COc1ccc(C(=O)Nc2cc(C)on2)cc1OC	-1.3	-1	19	-0.5	-2	i	-1	-2	0	6
O=C(Nc1ccc(CN2CCOCC2)cc1)c1ccc(Cl)cc1Cl	-2.4	1	1	0.5	-3	i	-4	10	3	-1
Cc1noc(COc2ccccc2OCC(O)CNC(C)(C)C)n1 (stereo not given)	-2.1	-10	3	-1.4	-4	i	-4	0	0	-7
CCc1nc(Nc2ccc(N3CCN(C(C)=O)CC3)cc2)c2oc3ccccc3c2n1	2.9	10	-2	-0.6	-2	i	1	-10	4	-1
O=c1c(Cc2ccc(Cl)cc2)c(O)ccn1Cc1ccccc1	-0.4	26	5	0.3	-2	i	-4	-4	1	-6
CC(=O)OCC(=O)[C@@]1(O)CC[C@H]2[C@@H]3C[C@H](C)C4=CC(=O)C=C[C@]4(C)[C@H]3[C@@H](O)C[C@@]21C	-0.6	-6	4	-0.2	-10	i	0	0	2	-5
Cc1ccccc1-c1noc(-c2ccccc2F)n1	3.4	-9	6	-0.4	-2	i	-3	3	2	3
CCOc1ccccc1Oc1c(C)oc2cc(OC(=O)c3ccco3)ccc2c1=O	0.9	-5	-2	-0.2	1	i	-1	0	-1	-5
O=C(O)CC(NS(=O)(=O)c1ccc2c(c1)OCCO2)c1ccccc1[N+](=O)[O-] (stereo not given)	-2.6	-4	4	-0.2	0	i	-2	0	-5	4
CCOc1ccc(/C=N/NC(=O)c2ccccc2NC(=O)c2ccc(OC)cc2)cc1	-0.9	0	1	-2.2	11	i	-2	-4	2	-12
CC(=O)c1cccc(NC(=O)N2CCCC2C(=O)Nc2cc(C)ccc2C)c1 (stereo not given)	-0.4	-6	-4	0.2	-2	i	-2	1	1	-5
O=C(Nc1ccccc1)C(=O)Nc1ccccn1	-2.7	-11	3	-0.4	0	i	1	0	0	-2
CCc1c(C(=O)Nc2ccccc2)c(C)[nH]c(=S)c1C#N	-0.9	2	22	0.1	1	i	-4	-3	-10	2
CS(=O)(=O)N(CC(=O)NCCSCc1ccco1)c1ccc(Cl)cc1	0.5	-3	9	0.5	-3	i	2	0	3	0
CCOc1ccc2[nH]c(=O)c(CN(Cc3cccs3)Cc3nnnn3C(C)(C)C)cc2c1	0.1	-5	24	-0.3	4	i	1	-12	-8	-3
O=C(NNC(=O)c1ccccc1[N+](=O)[O-])c1csc(N2CCOCC2)n1	-0.9	-2	5	-0.4	-1	i	2	1	-14	3
O=C(CSc1c2c(nc3cc(Cl)ccc13)CCCC2)NCCN1CCOCC1	-1.6	-10	16	0.2	-1	i	2	-1	-12	-3
Cc1noc(C)c1S(=O)(=O)N1CCCCC1c1cc(C(=O)Nc2cccc3c2CCCC3)no1 (stereo not given)	1.2	x	6	0.1	-3	i	1	2	3	-2
Cc1cc(O)c(/C=N/c2ccccn2)c(=O)o1	-0.2	-18	1	-0.2	0	i	-2	0	-3	7
CCC(=O)NC(NC(=S)Nc1c(C)n(C)n(-c2ccccc2)c1=O)C(Cl)(Cl)Cl (stereo not given)	-0.9	-6	30	-0.1	2	i	-2	-6	-5	-8
Nc1nc(-c2ccco2)nn1C(=O)c1ccc([N+](=O)[O-])cc1	0.3	-3	-4	-1.3	7	i	-1	-5	-26	-6
Cc1c(CN2CCC(n3nccc3NC(=O)C3CCOC3)CC2)[nH]c2ccccc12 (stereo not given)	-1.0	-15	5	0.2	-4	i	2	0	3	-2
Fc1ccc2nc(Nc3nc4c(F)cc(F)cc4s3)sc2c1	7.5	-10	7	-0.7	13	i	0	-1	6	-5
CCOC(=O)C1CCCN(C(=O)C2CCN(C(=O)Nc3ccccc3)CC2)C1 (stereo not given)	0.5	-2	-5	-0.4	-1	i	2	1	0	0
COc1ccc(N2CC(C(=O)Nc3ccc(S(=O)(=O)Nc4nccs4)cc3)CC2=O)cc1 (stereo not given)	2.7	-5	19	0.3	-5	i	5	0	7	-10
Cc1cccc(CCNC(=O)CCNS(=O)(=O)c2cc(Br)cnc2N)c1	-0.5	-7	-12	-0.4	3	i	-1	1	-4	-1
Cc1cc(NC(=O)CCC(=O)N(CC(C)C)C(C(=O)NC(C)(C)C)c2ccccc2Cl)no1 (stereo not given)	-0.1	-3	7	-0.9	-6	i	-1	2	1	6
COc1ccccc1C(=O)NCC(=O)N/N=C(\C)Cc1ccccc1	-1.2	-5	-4	-0.1	-1	i	1	3	-1	-7
CCOc1ccc(S(=O)(=O)Nc2nc3ccccc3nc2-n2ccc(=NC(=O)c3ccccc3C)cc2)cc1	2.9	15	-52	-0.4	27	i	0	-1	-22	68

Complete entries, quoted from the list:
Record of `Cc1cccc(CCNC(=O)CCNS(=O)(=O)c2cc(Br)cnc2N)c1` = LMPTP inh: -0.5; Scp1 inh: -7; PABP1 MLLE inh: -12; Tb MetRS inh: -0.4; NadD inh: 3; Rpn11 block: i; STEP inh: -1; DNMT1 inh: 1; SUMO1 PPI mod: -4; CSN deneddyl inh: -1
Record of `COc1ccc(N2CC(C(=O)Nc3ccc(S(=O)(=O)Nc4nccs4)cc3)CC2=O)cc1` (stereo not given) = LMPTP inh: 2.7; Scp1 inh: -5; PABP1 MLLE inh: 19; Tb MetRS inh: 0.3; NadD inh: -5; Rpn11 block: i; STEP inh: 5; DNMT1 inh: 0; SUMO1 PPI mod: 7; CSN deneddyl inh: -10

Source: PubChem
